PERK inh = block of dimerizer-induced PERK translation repression, primary screen, PERK inhibitor project, CHO PERK-DD cells, SEAP luminescence, HTS. inhibition, % at 5.6 µM. CHO PERK-DD fusion, SEAP luminescence translation reporter. Eukaryotic translation initiation factor 2-alpha kinase 3 (Homo sapiens), Q9NZJ5. actives 0.17% (n = 220,000);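 active = inhibition above the mean inhibition of all tested compounds plus 3 SD, set separately per screening campaign, cut at about 2.9% in these data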;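 note: PERK kinase domain activated by AP20187 dimerizer at 100 nM; 0% = DMSO with dimerizer and 100% = rapamycin at 8.4 µM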
FXIIa inh = human FXIIa protease inhibitors, primary screen, biochemical, 1536-well. Coagulation factor XII (Homo sapiens), P00748. purified FXIIa, Boc-QGR-AMC fluorogenic substrate, 2 h. inhibition, % at 5 µM. actives 0.3% (n = 220,000); in the data active = inhibition above about 40%;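 note: 0% = enzyme with no compound and 100% = blank without enzyme; many of its hits are not listed in these tables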
FXIa inh 1536 = human FXIa protease inhibitors, primary screen, biochemical, 1536-well; actives 0.14% (n = 220,000); purified FXIa, Boc-Glu-Ala-Arg-AMC fluorogenic substrate; AID 798, 2007; inhibition, % at 5 µM;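 active = inhibition of at least 40%; inactive = inhibition below 40%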;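 note: fluorescence of freed AMC excited at 355 nm; 0% = enzyme without compound and 100% = no enzyme blank; many of its hits are not listed in these tables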
p97 ATPase inh = inhibitors of human p97 ATPase, primary screen, biochemical; recombinant p97 ATPase, Kinase-Glo ATP luminescence, 3 h; inhibition, % at 8 µM; actives 0.42% (n = 220,000); AID 1481, 2009; in the data active = inhibition above about 15%;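 note: 0% = DMSO vehicle and 100% = wells lacking enzyme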
Target sequence (P55072 whole entry, looked up): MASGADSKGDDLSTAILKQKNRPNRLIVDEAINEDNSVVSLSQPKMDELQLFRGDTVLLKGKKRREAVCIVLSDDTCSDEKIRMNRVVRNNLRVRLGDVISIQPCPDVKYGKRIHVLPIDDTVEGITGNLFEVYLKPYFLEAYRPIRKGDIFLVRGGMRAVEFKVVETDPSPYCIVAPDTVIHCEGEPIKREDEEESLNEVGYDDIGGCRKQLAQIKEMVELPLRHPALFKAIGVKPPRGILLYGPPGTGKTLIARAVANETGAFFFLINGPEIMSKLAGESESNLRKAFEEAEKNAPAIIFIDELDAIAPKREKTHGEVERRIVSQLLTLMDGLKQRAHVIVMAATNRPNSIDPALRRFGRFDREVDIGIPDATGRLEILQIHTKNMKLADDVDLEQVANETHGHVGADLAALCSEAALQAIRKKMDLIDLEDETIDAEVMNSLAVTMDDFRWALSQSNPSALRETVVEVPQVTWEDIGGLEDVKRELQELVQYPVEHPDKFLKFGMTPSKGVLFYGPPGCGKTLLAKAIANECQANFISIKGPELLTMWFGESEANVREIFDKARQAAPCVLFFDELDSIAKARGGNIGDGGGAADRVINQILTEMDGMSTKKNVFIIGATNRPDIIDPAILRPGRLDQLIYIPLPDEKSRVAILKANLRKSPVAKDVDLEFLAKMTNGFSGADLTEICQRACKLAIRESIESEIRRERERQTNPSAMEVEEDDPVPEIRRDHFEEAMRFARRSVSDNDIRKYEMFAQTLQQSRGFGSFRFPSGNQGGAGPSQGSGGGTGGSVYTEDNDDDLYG
Thrombin inh = human alpha-thrombin inhibitors, primary screen, counter-screen for coagulation protease inhibitor project, biochemical, 1536-well, fluorogenic AMC substrate | Prothrombin (Homo sapiens), P00734 | Boc-VPR-AMC fluorogenic substrate cleavage | inhibition, % at 5 µM | actives 0.26% (n = 220,000) | AID 1046, 2008;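 active = inhibition at or above 40%; inactive = inhibition below 40%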;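 note: 0% = enzyme with no compound and 100% = wells without enzyme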
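Test system: human alpha-thrombin; medium: pH 7.5 Tris-saline with Tween 20; times: reaction at room temperature; signal: AMC fluorescence at 355 nm excitation and 460 nm emission; also added: Boc-VPR-AMC substrate, 15 µM final; dosing: one concentration per compound, 5 µM, with 0.2% DMSO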
hK5 inh = human KLK5 protease inhibitors, primary screen, biochemical, 1536-well | AID 873, 2007 | actives 0.59% (n = 210,000) | inhibition, % at 5 µM | recombinant hK5, fluorogenic AMC substrate cleavage;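 active = inhibition of 40% or more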;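 note: 0% = enzyme controls without compound and 100% = no-enzyme blanks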
Target sequence (Q9Y337 67-293 limits assumed): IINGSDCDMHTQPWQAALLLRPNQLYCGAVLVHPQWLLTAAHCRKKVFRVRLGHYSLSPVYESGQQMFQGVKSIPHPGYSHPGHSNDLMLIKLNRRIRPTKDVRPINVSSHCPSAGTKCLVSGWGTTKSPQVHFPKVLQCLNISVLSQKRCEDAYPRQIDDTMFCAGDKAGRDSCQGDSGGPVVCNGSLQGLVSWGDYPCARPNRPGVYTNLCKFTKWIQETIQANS
Wee1 degr inh = Wee1 degradation inhibitors, primary screen, cell-based, HeLa, Wee1K328M-luciferase, luminescence; AID 1321, 2008; Wee1-like protein kinase (Homo sapiens), P30291; actives 1.2% (n = 220,000); HeLa Luc-Wee1K328M stability; 100% = proteasome inhibitor MG132 effect; reporter increase, % at 5 µM;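 active = activation above the mean of all tested compounds plus 3 SD, set per screening run, cut at about 8.8% in these data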;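 note: cells exposed to compound for 20 h before luminescence read; 0% = DMSO alone and 100% = MG132 at 30 µM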
Furin inh = human furin inhibitors, primary screen, biochemical, fluorescence intensity. P09958. purified furin, fluorogenic substrate cleavage. inhibition, % at 30 µM. actives 0.061% (n = 220,000). AID 463115, 2010; in the data active = inhibition above about 25%; note: inactives centre near -15
Cl transport mod = KCC2 cotransporter modulators, thallium flux, primary screen, cell-based, HEK293 KCC2, FluoZin-2 fluorescence, MLSMR; AID 1456, 2008; Solute carrier family 12 member 5 (Homo sapiens), Q9H2X9; B-score of Tl+ flux slope (higher = more flux/activation; lower = inhibition) at 10 µM; actives 2.2% (n = 190,000); KCC2 cells, thallium flux FluoZin-2 fluorescence;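 active = thallium flux slope and its plate-corrected score both differing from the plate sample mean at a set confidence after two filtering rounds, in either direction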;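 note: slope of fluorescence scaled to starting intensity during 10 to 20 s after thallium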
Starred values were filed as active, the others as inactive; nt = no result given; [ ] = dose if it differs, or a comment.

entry	Structure	PERK inh	FXIIa inh	FXIa inh 1536	p97 ATPase inh	Thrombin inh
1	O=C(/C=C/c1ccccc1Cl)NCc1ccccc1	2.0	-13	-2	3	2
2	O=[N+]([O-])c1ccc(CNC2CCCc3ccccc32)cc1 (stereo unspecified)	-0.2	6	-1	-6	-11
3	O=C1C2CCCN2C(c2ccccc2)N1c1ccc(F)cc1 (stereo unspecified)	0.8	13	4	1	4
4	O=C(Nc1ccc(-c2cn3ccccc3n2)cc1)c1ccc(Cl)cc1	-0.7	17	1	0	6
5	Cn1c(CNC(=O)c2ccco2)nnc1SCC(=O)Nc1cccc(F)c1	0.7	8	-6	4	-4
6	CC1(C)NC(=O)N(CC(O)COc2cc3ccccc3cc2C(=O)N2CCCCC2)C1=O (stereo unspecified)	0.7	0	-4	4	-1
7	Cc1ccc2oc(=O)c3cnn(CC(=O)N(Cc4ccco4)C4CCCCC4)c3c2c1	-0.1	14	4	-1	-2
8	COc1cccc(-c2cn3nc(C)c(C)nc3n2)c1	-0.5	11	1	-9	0
9	COCCCC1CCN(Cc2cn[nH]c2-c2cc(OC)c(OC)c(OC)c2)CC1	0.5	12	2	-1	3
10	Cc1cc(C)nc(NS(=O)(=O)c2ccc(NC(=S)NC(=O)c3ccco3)cc2)n1	0.9	-2	-7	3	-12

entry	hK5 inh	Wee1 degr inh	Furin inh	Cl transport mod
1	21	2	-14	1.2
2	4	0	-14	nt
3	2	-2	-14	nt
4	-20	-3	-22[20 µM]	0.0056
5	-29	3	-24	0.075
6	-18	-3	-15	0.032
7	-2	0	-3	-1.7
8	-19	-1	-7	nt
9	nt	-1	-20	-0.036
10	-7	-4	-8	-0.45

Carrying on:
entry	Structure	PERK inh	FXIIa inh	FXIa inh 1536	p97 ATPase inh	Thrombin inh
11	CCOC(=O)c1ccccc1NC(=O)CSc1nnc(COc2ccccc2)n1CC	-0.1	4	-3	-1	2
12	CN(CC(=O)Nc1sc2c(c1C#N)CCCCC2)Cc1nc2ccccc2c(=O)[nH]1	-0.9	11	-3	0	2
13	Cc1c(NCc2ccccc2O)c(=O)n(-c2ccccc2)n1C	-0.5	6	2	7	2
14	CCOC(=O)C1=C(C)NC(C)=C(C(=O)OCC)C1c1ccco1	-1.7	4	1	0	0
15	CC(C)CNC(=O)c1ccccc1NC(=O)Nc1ccccc1	0.1	2	-8	1	-8
16	Cc1ccccc1Cn1c(=N)n(CC(=O)c2ccco2)c2ccccc21	-1.1	-8	-10	6	-3
17	Cc1cc(C)nc(/N=c2/ssnc2Cl)c1	-0.4	10	3	8	0
18	COC(=O)CSc1nnc(-c2cccnc2)n1-c1cc(OC)cc(OC)c1	-0.1	28	20	6	-10
19	O=C(OCc1cc2ccccc2[nH]c1=O)c1ccccc1	0.2	17	5	-9	2
20	COCCCNC(=O)Cn1nnc(-c2ccc(NC(=O)c3ccc(F)cc3)cc2)n1	0.0	4	0	-3	-6

entry	hK5 inh	Wee1 degr inh	Furin inh	Cl transport mod
11	-38	-1	-11	-1.5
12	-6	-2	-26	-1
13	2	5	-5	-0.86
14	1	-1	-8	-1.6
15	0	-1	-17[20 µM]	-0.037
16	1	1	-23	nt
17	-23	-1	-30	0.47
18	-16	-2	-5	1.1
19	-13	4	1	-0.037
20	11	-2	-17	0.088

The listing continues.
entry	Structure	PERK inh	FXIIa inh	FXIa inh 1536	p97 ATPase inh	Thrombin inh
21	O=C(COc1ccccc1Br)NCCc1nc2ccccc2[nH]1	0.0	2	-7	0	-6
22	Cc1c(C(=O)NC2CCCc3ccccc32)oc2ccccc12 (stereo unspecified)	-0.7	18	5	0	0
23	Cc1cc(N2CCCCC2)c(F)cc1[N+](=O)[O-]	1.5	8	2	1	-2
24	CCc1ccccc1S(=O)(=O)Cc1ccc(C(=O)N2CCN(c3ccccn3)CC2)o1	0.6	24	20	-3	-3
25	O=C(CSc1nc2ccccc2s1)N/N=C/c1ccco1	1.5	20	6	4	-2
26	Cc1ccc(-c2noc(CN3CCOCC3)n2)cc1	0.3	20	0	-5	0
27	CC1=C(C(=O)N2CCOCC2)C(c2c(F)cccc2F)NC(=O)N1 (stereo unspecified)	1.0	12	2	1	5
28	COCCNC(=O)C(c1ccccc1)N(Cc1cccs1)C(=O)Cn1nnc2ccccc21 (stereo unspecified)	-1.1	-4	0	3	2
29	Cn1cc(-c2ccccc2C(N)=O)c(=O)c2cc(Cl)ccc21	0.3	13	0	-3	-3
30	CCOC(=O)N1CCN(C(=O)CCCN2C(=O)CSc3nc(C)cc(C)c32)CC1	0.1	32	21	1	1

entry	hK5 inh	Wee1 degr inh	Furin inh	Cl transport mod
21	-13	-4	-12	-0.69
22	-1	3	-14[20 µM]	-1.8
23	-5	0	5[20 µM]	0.84
24	-23	4	-11	-2.3
25	-12	0	-3	-0.29
26	-7	1	-7[20 µM]	0.59
27	-2	4	-13	-0.03
28	2	-2	-22	nt
29	0	-1	-20	0.23
30	-20	1	-17	1.2

More results follow:
entry	Structure	PERK inh	FXIIa inh	FXIa inh 1536	p97 ATPase inh	Thrombin inh
31	N#Cc1nc(-c2ccc(F)cc2)oc1NCCCn1ccnc1	0.6	11	2	0	-1
32	COc1ccc(C2c3ccc(O)cc3Oc3ncn4nc(-c5ccccn5)nc4c32)cc1 (stereo unspecified)	-2.5	8	1	4	-2
33	COc1ccc(OCC(=O)O/N=C(\N)Cc2ccc(Cl)cc2)cc1	0.5	-1	1	-1	-16
34	C=CCc1ccc(OCC(O)CN2CCCCC2)c(OC)c1 (stereo unspecified)	1.0	11	8	3	-5
35	CSc1nc(Oc2ccc(F)cc2F)cc(C(F)(F)F)n1	0.7	-3	-3	-2	-2
36	CC(=O)Nc1ccc(Cc2nc3c([nH]2)c(=O)n(C)c(=O)n3C)cc1	2.5	8	7	7	-4
37	Cc1ccc(N2C(=O)C3C4CC(=O)C(c5ccccc54)C3C2=O)cc1C (stereo unspecified)	-0.4	0	-11	-8	-10
38	CC(=O)Nc1ccc(S(=O)(=O)NCCC(=O)NCCc2ccc(F)cc2)cc1	0.3	9	5	7	1
39	CCn1c(COc2cccc3cccnc23)nnc1SCC(=O)O	0.7	10	-7	4	-4
40	c1ccc(CN2CCN(CCOCCOc3cccc4ccccc34)CC2)cc1	0.1	4	1	-11	-9

entry	hK5 inh	Wee1 degr inh	Furin inh	Cl transport mod
31	2	0	-34	0.076
32	1	11*	-8	-0.85
33	-1	-1	-35[20 µM]	-0.76
34	-14	1	-22	-0.74
35	-6	0	-15	1.1
36	-5	-1	-26	0.64
37	-3	0	-3	0.95
38	-24	0	-12[20 µM]	-0.57
39	1	0	-18	-1.2
40	-5	-2	-14	0.22

Next entries
entry	Structure	PERK inh	FXIIa inh	FXIa inh 1536	p97 ATPase inh	Thrombin inh
41	COc1ccc(CCNC(=O)Cn2c(=O)oc3ccccc32)cc1OC	1.0	0	0	5	3
42	O=C(c1ccccc1Nc1ccc(SC(F)F)cc1)N1CCCCCC1	0.4	-1	-7	0	-4
43	NNC(=S)NC1CC2CC1C1C=CCC21 (stereo unspecified)	0.4	8	-3	0	-6
44	COC(=O)c1cc(Cl)c(NC(=O)/C=C/c2ccc(Cl)cc2Cl)cc1OC	-0.7	14	-5	0	5
45	CCOc1ccc(C2N(c3cc(C)on3)C(=O)C3CCCN32)cc1OC (stereo unspecified)	-0.2	-2	-3	-8	-8
46	C/C(CC(=O)NC12CC3CC(CC(C3)C1)C2)=N\NC(=O)c1cnccn1	1.2	-8	-5	3	-4
47	CCCCSc1nnc(CSc2nc3nc(C)cc(C)n3n2)o1	-0.6	1	-2	4	0
48	Cc1ccc(C)c(-n2cc(CN3CCCN(C=O)CC3)c(-c3ccccc3)n2)c1	0.9	2	-3	-2	-5
49	CCN1N=C(C)C=C(c2ccccc2)n2c1nc1ccccc12	-2.6	8	-1	3	-2
50	Cc1ccc(S(=O)(=O)N2CCC(C(=O)N[C@@H](C)C(=O)NCc3ccco3)CC2)cc1	0.1	7	4	-2	2

entry	hK5 inh	Wee1 degr inh	Furin inh	Cl transport mod
41	5	-1	-21	nt
42	14	-1	-10[20 µM]	nt
43	-2	4	-22	1
44	6	-1	-27[20 µM]	-0.051
45	2	5	-4	nt
46	-19	1	-13	1.6
47	2	0	-10[20 µM]	0.46
48	nt	4	-21	nt
49	0	2	-3	-1.1
50	-14	2	-13	0.12

Sorted by molecular weight (rising): 8 of the compounds above.
entry	Structure	PERK inh	FXIIa inh	FXIa inh 1536	p97 ATPase inh	Thrombin inh
43	NNC(=S)NC1CC2CC1C1C=CCC21 (stereo unspecified)	0.4	8	-3	0	-6
49	CCN1N=C(C)C=C(c2ccccc2)n2c1nc1ccccc12	-2.6	8	-1	3	-2
41	COc1ccc(CCNC(=O)Cn2c(=O)oc3ccccc32)cc1OC	1.0	0	0	5	3
45	CCOc1ccc(C2N(c3cc(C)on3)C(=O)C3CCCN32)cc1OC (stereo unspecified)	-0.2	-2	-3	-8	-8
42	O=C(c1ccccc1Nc1ccc(SC(F)F)cc1)N1CCCCCC1	0.4	-1	-7	0	-4
48	Cc1ccc(C)c(-n2cc(CN3CCCN(C=O)CC3)c(-c3ccccc3)n2)c1	0.9	2	-3	-2	-5
40	c1ccc(CN2CCN(CCOCCOc3cccc4ccccc34)CC2)cc1	0.1	4	1	-11	-9
44	COC(=O)c1cc(Cl)c(NC(=O)/C=C/c2ccc(Cl)cc2Cl)cc1OC	-0.7	14	-5	0	5

entry	hK5 inh	Wee1 degr inh	Furin inh	Cl transport mod
43	-2	4	-22	1
49	0	2	-3	-1.1
41	5	-1	-21	nt
45	2	5	-4	nt
42	14	-1	-10[20 µM]	nt
48	nt	4	-21	nt
40	-5	-2	-14	0.22
44	6	-1	-27[20 µM]	-0.051

Following part.
entry	Structure	PERK inh	FXIIa inh	FXIa inh 1536	p97 ATPase inh	Thrombin inh
51	COc1ccc(CNc2ncnc3c2[nH]c2ccccc23)cc1	-1.8	9	5	16*	2
52	CSCCC(NC(=O)c1ccc(C(C)(C)C)cc1)C(=O)O (stereo unspecified)	1.9	7	3	4	-11
53	CCN1CCN(CCCOc2ccccc2-c2ccccc2)CC1	0.6	9	-1	-7	-3
54	Cc1cc(C)n(C(=O)c2ccc(NC(=O)C3COc4ccccc4O3)cc2)n1 (stereo unspecified)	1.1	-8	-14	2	-8
55	O=C(O)c1cccc(N/N=C/C2=C(Cl)c3cc(Cl)ccc3SC2)c1	1.6	4	1	8	2
56	O=C(O)C1CCCN(S(=O)(=O)c2cccs2)C1 (stereo unspecified)	-0.4	9	7	-8	-5

entry	hK5 inh	Wee1 degr inh	Furin inh	Cl transport mod
51	2	-2	-5	0.12
52	-4	-3	-23	-0.19
53	3	0	-4	0.032
54	-19	1	-24[20 µM]	nt
55	-2	-1	-3	-2.5
56	0	-1	-4[20 µM]	-0.89

Screening data deposited in PubChem BioAssay by several laboratories.
